From PubChem BioAssay
mIAP activ: mouse IAP activation; muIAP, CDP-Star luminescence, 30 min; stronger effect = higher value; 1 = vehicle-only enzyme signal, 0 = enzyme-free wells; activation factor at 10 µM; actives 0.24% (n = 330,000); AID 2805;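 active means activation factor of at least 2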; further: the source names both 10 and 20 µM as test concentration; values of inactives mirror those of a sister screen read the other way
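Assay system: mouse IAP enzyme; Reagent: CDP-Star chemiluminescent phosphatase substrate; Compound: DMSO-dissolved test compounds; Incubation: 30 min, room temperature; Technique: luminescence from enzymatic CDP-Star hydrolysis; Controls: DMSO-only wells and no-enzyme negative control.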
APOBEC3G inh: inhibitors of human APOBEC3G DNA deaminase; actives 0.28% (n = 330,000); inhibition, % at 20 µM; Q9HC16; recombinant A3G, ssDNA deamination FAM/TAMRA fluorescence;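 active means inhibition of at least 40% at 20 µM, with no more than 30% in the related APOBEC3A deaminase screen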;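 further: plate controls were DMSO wells with A3G for no effect and wells lacking A3G enzyme for full effect; some compounds called inactive have numbers as strong as hits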
Target sequence (Q9HC16 whole entry, looked up): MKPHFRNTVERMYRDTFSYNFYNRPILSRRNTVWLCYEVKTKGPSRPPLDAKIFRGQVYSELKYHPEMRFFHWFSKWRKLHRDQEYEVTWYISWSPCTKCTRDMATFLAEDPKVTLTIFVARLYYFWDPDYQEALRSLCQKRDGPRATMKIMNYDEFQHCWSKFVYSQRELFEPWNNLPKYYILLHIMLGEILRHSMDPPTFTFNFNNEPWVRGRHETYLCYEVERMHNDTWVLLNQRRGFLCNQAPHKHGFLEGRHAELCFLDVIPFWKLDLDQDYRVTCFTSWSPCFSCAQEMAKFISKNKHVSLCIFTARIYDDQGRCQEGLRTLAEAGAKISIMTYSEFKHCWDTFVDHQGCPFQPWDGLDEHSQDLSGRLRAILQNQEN
ATG4B inh: blocks human ATG4B protease cleavage of LC3 substrate | ATG4B cleavage of LC3-PLA2, NBD-HPC fluorescence, 1 h | inhibition, % at 8.33 µM | actives 0.51% (n = 340,000) | AID 504462; in the data active means inhibition above about 40%
MPTP inh: permeability transition pore inhibition; isolated mouse mitochondria, Ca2+ swelling absorbance, 30 min; inhibition, % at 10 µM; actives 1.4% (n = 360,000); AID 602449;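 active means inhibition of 50% or more, scaled per plate between neutral and stimulator controls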;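 further: 0% = DMSO wells given calcium and 100% = 1 mM EGTA wells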
hIAP block: blocks human intestinal alkaline phosphatase; P09923; purified IAP, CDP-Star luminescence, 30 min; inhibition, % at 10 µM; actives 0.12% (n = 330,000); AID 2544;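 active means inhibition reaching a set limit with compound at 10 µM in the primary screen, cut at about 35% in these data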;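 further: plate controls were DMSO wells with enzyme for no effect and no-enzyme buffer wells for full effect; values of inactives mirror those of a sister screen read the other way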
Target sequence (P09923 whole entry, looked up): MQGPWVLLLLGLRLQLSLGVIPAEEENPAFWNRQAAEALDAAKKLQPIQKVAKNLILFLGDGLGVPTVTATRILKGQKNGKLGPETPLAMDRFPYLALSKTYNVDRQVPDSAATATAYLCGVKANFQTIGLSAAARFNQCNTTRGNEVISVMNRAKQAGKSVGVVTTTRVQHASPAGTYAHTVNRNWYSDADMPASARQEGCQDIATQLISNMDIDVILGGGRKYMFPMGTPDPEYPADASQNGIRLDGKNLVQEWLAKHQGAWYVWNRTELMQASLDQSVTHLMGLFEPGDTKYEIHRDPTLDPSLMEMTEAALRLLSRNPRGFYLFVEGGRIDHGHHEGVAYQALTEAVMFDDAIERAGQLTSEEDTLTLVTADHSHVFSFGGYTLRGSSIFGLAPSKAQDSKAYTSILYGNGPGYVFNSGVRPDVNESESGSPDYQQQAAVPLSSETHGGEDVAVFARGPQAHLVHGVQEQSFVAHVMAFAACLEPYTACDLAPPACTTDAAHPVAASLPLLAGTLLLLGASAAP
mIAP block: blocks mouse intestinal alkaline phosphatase | inhibition, % at 10 µM | actives 0.2% (n = 330,000) | purified mouse IAP, CDP-Star luminescence, 30 min | AID 2806;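 active means inhibition of at least 40% at 10 µM in the primary screen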;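 further: plate controls were DMSO with enzyme for no effect and no enzyme wells for full effect; values of inactives mirror those of a sister screen read the other way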
beta cell repl: induces beta-cell replication in MIN6 cells; MIN6 cells proliferation, ATPlite luminescence, 48 h; cells starved in 0.2% serum; 100% = growth in 10% serum; proliferation, % at 10 µM; actives 0.29% (n = 330,000);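 active means compounds whose signal lies at least 3.5 SD above the mean of all wells on their plate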;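 further: 0% = DMSO-treated cells in low-serum medium and 100% = 10% serum control; some compounds called inactive have numbers as strong as hits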
APOBEC3A inh: blocks human APOBEC3A ssDNA deamination; P31941; recombinant A3A, FAM/TAMRA ssDNA deamination fluorescence; inhibition, % at 20 µM; actives 0.41% (n = 330,000); AID 493011;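 active means at least 40% inhibition at 20 µM here, with at most 30% in a related deaminase screen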;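 further: plate controls were A3A with DMSO for no effect and wells lacking A3A enzyme for full effect; some results filed as inactive read as strong as hits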
hIAP activ: increases human intestinal alkaline phosphatase activity. P09923. activation factor at 10 µM. actives 0.16% (n = 330,000). purified human IAP, CDP-Star luminescence, 30 min; stronger effect = higher value; 1 = vehicle-only enzyme, 0 = enzyme-free background. AID 2524;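 active means activation factor of the enzyme at least 2-fold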; further: the source names both 10 and 20 µM as test concentration; values of inactives mirror those of a sister screen read the other way
* = called active by the depositor; . = no result given.

SMILES	mIAP activ	APOBEC3G inh	ATG4B inh	MPTP inh	hIAP block	mIAP block	beta cell repl	APOBEC3A inh	hIAP activ
Cn1c(NCc2ccccc2O)nc2ccccc21	1	-1	-4	9.7	5	-3	0	1	0.95
O=C1CC(O)(C(F)(F)F)Oc2c1ccc1ccccc21 (stereo not drawn)	0.94	-5	1	24	3	6	-3	0	0.97
CCOc1ccc(Br)cc1S(=O)(=O)Nc1cccc(S(=O)(=O)NC2=NCCC2)c1	1.1	0	-8	0.8	5	-12	-1	3	0.95
COc1ccc(N2C(=O)C(CC(=O)Nc3ccccc3)N(Cc3ccc4c(c3)OCO4)C2=O)cc1 (stereo not drawn)	0.97	-7	-8	0.4	5	3	1	3	0.95
CCOC(=O)/C(C#N)=C\c1ccc(CC)s1	1.1	-2	2	-0.1	-4	-6	-1	-1	1
CCOc1ccc(C(=O)NNC(=O)CCNC(=O)c2ccc(Br)cc2)cc1OC	1.1	-11	6	-0.9	-22	-11	1	-5	1.2
O=C(CCC1CCCCC1)NCCN1CCOCC1	1	-5	-1	0.0	-29	0	-3	-2	1.3
Cc1ccc(NC(=O)CSc2nnc(NC(=O)CN3CCOCC3)s2)cc1	0.99	-4	-2	-2.0	1	1	-2	0	0.99
CCOC(=O)c1cc2cc3ccccc3cc2[nH]1	0.98	3	3	8.6	0	2	-4	3	1
CCCCOC(=O)Nc1ccc(C(=O)OCCC)cc1	1.1	1	5	5.4	2	-9	-3	-1	0.97
CCN(CC)S(=O)(=O)c1cc(OC)c(Cl)cc1Cl	0.96	-2	-4	-1.0	0	4	-1	-1	1
Nc1cc(=O)[nH]n1C1CCCCC1	1.1	0	4	-1.8	2	-7	-1	3	0.98
CCOC(=O)CN1C(=O)Nc2ccc(Br)cc2C1c1ccccc1 (stereo not drawn)	0.97	-3	-14	-0.2	1	3	-2	1	0.99
COc1ccc(C(=O)N2CC3(C)CC2CC(C)(C)C3)cc1 (stereo not drawn)	1.1	-1	-2	0.3	0	-6	-2	3	1
COc1ccc(N=N/C(=C\O)C(=O)c2cccs2)cc1	0.94	-5	5	0.2	9	6	-5	-3	0.91
CCc1ccccc1NS(=O)(=O)c1c(C(=O)N2CCCCCC2)c(C)n(C)c1C	1	-5	-3	-1.1	-7	-4	-4	1	1.1
O=C(c1cc(C2CC2)nc2ccccc12)N1N=C(C(F)F)CC1(O)C(F)F (stereo not drawn)	0.8	0	8	16	27	20	-5	-1	0.73
CCC(=O)N1CCc2cc(S(=O)(=O)CCC(=O)NCc3ccccc3OC)ccc21	0.97	-2	5	-0.4	-18	3	2	2	1.2
O=S(=O)(c1ccc(Br)cc1)N1CCN(c2ccc3nnc(-c4ccccc4)n3n2)CC1	0.99	-4	1	1.1	2	1	-6	0	0.98
Cn1cc([N+](=O)[O-])c(C(=O)NC2CCCCCC2)n1	1	-5	3	-0.8	5	-1	1	-3	0.95
COc1ccccc1C(=O)NCC(=O)N/N=C/c1cn[nH]c1-c1ccccc1	0.96	1	-12	-0.9	4	4	-2	-2	0.96
CC(C1CC1)N(Cc1ccccc1)C(=S)Nc1ccccc1Cl (stereo not drawn)	1.1	-1	0	2.4	23	-10	-4	2	0.77
Cc1ccc(C(=O)N2CCCN(c3nc4cc5c(cc4cc3C#N)OCO5)CC2)cc1	0.92	23	7	1.3	18	8	-2	8	0.82
COc1ccc(C(=O)C2CCCN(S(=O)(=O)N(C)C)C2)c(C)c1 (stereo not drawn)	0.89	-4	-3	0.5	-11	11	-3	-1	1.1
CCOc1ccc(CN(C)CC(=O)NNC(=O)c2ccc(Cl)cc2)cc1OC	0.91	-6	5	0.2	-71	9	-3	1	1.7

Laid out differently: results already given.
| molecule | mIAP activ | APOBEC3G inh | ATG4B inh | MPTP inh | hIAP block | mIAP block | beta cell repl | APOBEC3A inh | hIAP activ |
| --- | --- | --- | --- | --- | --- | --- | --- | --- | --- |
| Cn1c(NCc2ccccc2O)nc2ccccc21 | 1 | -1 | -4 | 9.7 | 5 | -3 | 0 | 1 | 0.95 |
| O=C1CC(O)(C(F)(F)F)Oc2c1ccc1ccccc21 (stereo not drawn) | 0.94 | -5 | 1 | 24 | 3 | 6 | -3 | 0 | 0.97 |
| CCOc1ccc(Br)cc1S(=O)(=O)Nc1cccc(S(=O)(=O)NC2=NCCC2)c1 | 1.1 | 0 | -8 | 0.8 | 5 | -12 | -1 | 3 | 0.95 |
| COc1ccc(N2C(=O)C(CC(=O)Nc3ccccc3)N(Cc3ccc4c(c3)OCO4)C2=O)cc1 (stereo not drawn) | 0.97 | -7 | -8 | 0.4 | 5 | 3 | 1 | 3 | 0.95 |
| CCOC(=O)/C(C#N)=C\c1ccc(CC)s1 | 1.1 | -2 | 2 | -0.1 | -4 | -6 | -1 | -1 | 1 |
| CCOc1ccc(C(=O)NNC(=O)CCNC(=O)c2ccc(Br)cc2)cc1OC | 1.1 | -11 | 6 | -0.9 | -22 | -11 | 1 | -5 | 1.2 |
| O=C(CCC1CCCCC1)NCCN1CCOCC1 | 1 | -5 | -1 | 0.0 | -29 | 0 | -3 | -2 | 1.3 |
| Cc1ccc(NC(=O)CSc2nnc(NC(=O)CN3CCOCC3)s2)cc1 | 0.99 | -4 | -2 | -2.0 | 1 | 1 | -2 | 0 | 0.99 |
| CCOC(=O)c1cc2cc3ccccc3cc2[nH]1 | 0.98 | 3 | 3 | 8.6 | 0 | 2 | -4 | 3 | 1 |
| CCCCOC(=O)Nc1ccc(C(=O)OCCC)cc1 | 1.1 | 1 | 5 | 5.4 | 2 | -9 | -3 | -1 | 0.97 |

Next part
SMILES	mIAP activ	APOBEC3G inh	ATG4B inh	MPTP inh	hIAP block	mIAP block	beta cell repl	APOBEC3A inh	hIAP activ
Cc1cccc(C(=O)NCC(=O)OCC(=O)N2CCc3ccccc32)c1	1.1	-2	5	-0.7	-17	-8	0	0	1.2
COCCCNC(=O)C[C@H]1C[C@H](C(=O)N(C(C)C)C(C)C)[C@@]2(C)c3[nH]c4cc(-c5ccco5)ccc4c3CCN2C1=O	0.96	5	-4	-0.4	.	4	.	3	.
COc1ccc(NC(=O)CN2CCN(CC(=O)Nc3ccc(OC)c(OC)c3)CC2)cc1	0.92	-6	-4	-0.4	-6	8	1	-2	1.1
COc1ccccc1CNC(=O)CCc1cn(C)c2ccccc12	0.98	-6	5	-0.4	-9	2	0	-4	1.1
COc1cc(-c2noc(C)c2C(=O)NCCc2cccs2)cc(OC)c1OC	1.1	-8	-4	-1.2	0	-11	-3	-1	1
COc1ccccc1/C=C(\NC(=O)c1ccccc1)C(=O)NCc1ccco1	1	-10	6	-0.6	6	0	0	-4	0.94
COc1ccc(CN2C(=O)Cc3c2nc(N)c2c(N)nc(N4CCCCC4)c(C#N)c32)cc1	0.89	-8	.	.	4	11	-2	-5	0.96
C=C(C)c1cccc(C(C)(C)NC(=O)N2CCN(CC)CC2)c1	0.9	0	-5	-0.1	15	10	-3	-1	0.85
CCOc1ccc(C(=O)NC(=S)Nc2ccc(N3CCOCC3)c(Cl)c2)cc1[N+](=O)[O-]	1	-9	-7	7.6	-4	-1	-6	0	1
COc1ccc(N/N=C(\C#N)C(=N)N2CCCCC2)cc1	0.95	-1	-5	5.4	-8	5	-3	-3	1.1
CC(/C=N/NC(=O)c1cccnc1)=C\c1ccco1	0.97	4	5	-0.7	0	3	1	11	1
Cc1ccc(C(=O)OCC(=O)Nc2sccc2C(N)=O)cc1NC(=O)c1ccco1	0.98	-2	-22	0.3	9	2	6.1*	6	0.91
Cc1ccc(OCC(=O)Nc2ccc(CN3CCOCC3)cc2)cc1	0.94	-8	-3	-0.1	9	6	0	-5	0.91
CC(CN1CCOCC1)OC(=O)C1COc2ccccc2O1 (stereo not drawn)	1.1	-3	-2	-0.1	4	-5	-4	-5	0.95
CCOC(=O)N1CCN(CC(O)COc2ccc(CC)cc2)CC1 (stereo not drawn)	0.97	-8	-8	0.6	6	3	7	-4	0.94
CC(C)Oc1ccc(S(=O)(=O)N2CCCCC2)cc1NC(=O)C1CCC1	1.1	-4	-5	-1.0	6	-7	-2	6	0.94
CCc1cc(C(=O)N2CCN(c3ccccn3)CC2)sc1C	0.89	-9	2	-2.0	7	11	0	-7	0.93
O=C(c1nc2nc(-c3ccc(Cl)cc3)cc(C(F)(F)F)n2n1)N1CCOCC1	0.95	4	-1	1.9	24	5	-1	2	0.76
O=C(CN1CCN(CCC(=O)Nc2ccccc2F)CC1)Nc1ccc(F)cc1	1.2	7	3	0.3	3	-17	-1	4	0.97
CCOc1ccc(S(=O)(=O)N2CCN(C(=O)CN3C(=O)NC(C)(C)C3=O)CC2)cc1	0.91	-7	-5	-1.8	-8	9	-2	0	1.1
CCN(CC(=O)Nc1ccc([N+](=O)[O-])cc1OC)c1ccccc1	0.85	9	-6	4.3	-1	15	-2	3	1
COc1cc(OC)cc(C(=O)N2CCN(C(=O)c3ccc(OC)c(OC)c3)CC2)c1	1.1	-7	-9	-1.8	5	-10	-2	-7	0.95
Cc1ccc(/C=C/C(=O)O)cc1S(=O)(=O)N1CCCc2ccccc21	0.97	-7	-2	2.6	2	2	2	-5	0.98
COc1ccc(C(C(=O)NC2CCCCC2)N(C(=O)c2csnn2)C2CC2)cc1 (stereo not drawn)	0.98	-4	3	-1.0	0	2	2	-3	1
Cc1ccccc1NS(=O)(=O)c1cc(C(=O)NCc2ccncc2)ccc1Cl	1	-2	7	-1.7	4	-3	0	2	0.96

Other records follow:
SMILES	mIAP activ	APOBEC3G inh	ATG4B inh	MPTP inh	hIAP block	mIAP block	beta cell repl	APOBEC3A inh	hIAP activ
Cc1ccccc1N1C(=O)CC(N(O)c2ccccc2)C1=O (stereo not drawn)	1.1	0	-2	0.5	-13	-7	-2	0	1.1
Cc1[nH]c2ccccc2c1C(=O)C(=O)NCCC1=CCCCC1	1.1	-8	-12	3.4	5	-7	-5	-2	0.95
COc1ccc(-c2ccc(C#N)c(SCC(=O)NCc3ccco3)n2)cc1OC	1.1	3	-5	3.0	10	-7	2	4	0.9
COc1ccc(-c2noc(CSc3ccc(C)cc3)n2)cc1	1	0	9	0.7	-2	-2	-2	7	1
COc1ccc(/C=C(/NC(=O)c2cccc([N+](=O)[O-])c2)C(=O)O)cc1OC	0.98	-4	3	-0.5	11	2	-3	-2	0.89
C[C@@H]1CN(S(=O)(=O)c2c(F)cccc2F)CCN1S(=O)(=O)c1ccc2c(c1)OCCO2	1	-3	-8	0.0	-4	-4	2	5	1
COc1ccc(NC(=S)Nc2ccc(OCc3ccccc3)cc2)cc1OC	1.1	-3	-4	0.9	-11	-8	-7	-2	1.1
CCCC(=O)Nc1ccc(C(=O)NNC(=O)c2ccccc2Br)cc1	0.96	-8	14	-2.9	13	4	-1	-1	0.87
COc1ccc(OC)c(CCNC(=O)C2CCN(c3ncnc4c3nc3n4CCCCC3)CC2)c1	1.1	1	5	-1.6	-27	-7	2	-2	1.3
N#CC(=C1CCCC1)c1nc(-c2cc3ccccc3oc2=O)cs1	1	-5	0	4.1	-1	-4	2	-1	1
Nc1n[nH]c(C2CC2)c1N=Nc1ccc(Cl)cc1	0.89	-3	-15	1.4	-20	11	-2	2	1.2
O=C(O)COc1ccc(NC(=O)c2ccco2)cc1	1.1	1	-8	-1.9	-4	-6	-1	-1	1
